Screening results from PubChem BioAssay.
ST2 IL33 inh: inhibitors of human ST2 (IL1RL1) binding to IL-33. Q01638. AlphaLISA ST2-Fc/biotin-IL-33 interaction, 1 h. inhibition, % for hits at 17 µM. hit rate 2.3% among 78,000. AID 1259354; in the data active = inhibition above about 30%; inconclusive = mostly about 10% to 28%
Target sequence (Q01638 whole entry, looked up): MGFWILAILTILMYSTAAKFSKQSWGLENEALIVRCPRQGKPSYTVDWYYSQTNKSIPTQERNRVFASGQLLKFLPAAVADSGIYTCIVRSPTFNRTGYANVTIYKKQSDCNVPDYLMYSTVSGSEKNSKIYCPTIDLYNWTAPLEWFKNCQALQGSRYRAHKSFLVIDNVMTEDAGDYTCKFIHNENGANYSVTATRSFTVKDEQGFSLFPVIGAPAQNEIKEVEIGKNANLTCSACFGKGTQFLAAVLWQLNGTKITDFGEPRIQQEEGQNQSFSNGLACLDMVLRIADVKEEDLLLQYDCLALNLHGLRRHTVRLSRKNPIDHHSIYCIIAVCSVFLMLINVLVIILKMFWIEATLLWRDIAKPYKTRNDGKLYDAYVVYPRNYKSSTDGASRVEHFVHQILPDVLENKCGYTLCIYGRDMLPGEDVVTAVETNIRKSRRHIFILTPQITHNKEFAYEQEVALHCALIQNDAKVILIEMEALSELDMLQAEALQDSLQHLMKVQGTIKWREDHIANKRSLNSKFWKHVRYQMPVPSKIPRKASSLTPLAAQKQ
* = called active by the depositor; i = inactive; ? = inconclusive.

SMILES	ST2 IL33 inh
O=C(Nc1cccc(-c2ccco2)c1)C1CCN(CC(O)CO)CC1 (stereo unspecified)	i
Cc1ccc2occ(C(=O)c3ccccc3)c(=O)c2c1	?
Cc1cccc(N(C)S(=O)(=O)c2c(C)[nH]c(=O)[nH]c2=O)c1	i
O=C(Cc1ccc(F)cc1)N1CCN=C1SCc1ccc(Br)cc1	i
COc1cc2c(C(=O)NCCN3CCOCC3)cn(C)c(=O)c2cc1OC	i
O=S(=O)(Nc1ccc(Br)cc1)c1ccc(F)cc1	i
O=C(Cn1cnc2c(cnn2-c2ccccc2)c1=O)Nc1ccc(Br)cc1	i
Cn1cc(CN(Cc2cccc(-n3cccn3)c2)C2CC2)cn1	?
O=C(Oc1cccc2cccnc12)c1cccc(F)c1	i
COc1ccc(C(=O)NC2CCCc3nc(-c4ccccc4)ncc32)o1 (stereo unspecified)	i
COc1ccccc1CCN1CCCC(CN(C)C(=O)Cc2cn(C)c3ccccc23)C1 (stereo unspecified)	i
C=CCn1c(SCC(=O)OC)nc2sc3c(c2c1=O)CCCC3	?
Fc1ccc(Cn2ncc3c2CN(c2ncnc4sccc24)C3)cc1	i
CN(C(=O)c1cc2c(=O)oc3ccccc3c2s1)C1CCCCC1	i
Fc1ccccc1CN1CC[C@H](c2nnc(-c3ccco3)o2)C1	i
O=C(NC1CCCCC1)c1cnc2n(c1=O)CCS2	i
COc1ccc(S(=O)(=O)N2CCC(C(=O)Nc3ccc(F)c(Cl)c3)CC2)cc1OC	i
COc1ccc2c(c1)C(C)(C)C1(C=Cc3cc([N+](=O)[O-])cc(OC)c3O1)N2C (stereo unspecified)	73%*
O=C(Nc1nc2ccccc2s1)c1cc([N+](=O)[O-])cc([N+](=O)[O-])c1	?
O=C(Nc1nn[nH]n1)c1cccs1	i
O=C(O)CCC(=O)N1CCc2cc(S(=O)(=O)NCCC3=CCCCC3)ccc21	i
CCc1ncc(C(=O)N(C)Cc2n[nH]c3c2CCCC3)cn1	i
Cc1cc(=O)oc(C)c1C(=O)NCCC(C)C	i
CSC1=C(C#N)C(c2ccc(Cl)cc2)CC(=O)N1 (stereo unspecified)	i
CC(NC(=O)c1ccc(N)cc1)C12CC3CC(CC(C3)C1)C2 (stereo unspecified)	i

Grouped by structure, the entries above with a Cl atom (two)
SMILES	ST2 IL33 inh
COc1ccc(S(=O)(=O)N2CCC(C(=O)Nc3ccc(F)c(Cl)c3)CC2)cc1OC	i
CSC1=C(C#N)C(c2ccc(Cl)cc2)CC(=O)N1 (stereo unspecified)	i

Compounds above that have bromine (3):
SMILES	ST2 IL33 inh
O=C(Cc1ccc(F)cc1)N1CCN=C1SCc1ccc(Br)cc1	i
O=S(=O)(Nc1ccc(Br)cc1)c1ccc(F)cc1	i
O=C(Cn1cnc2c(cnn2-c2ccccc2)c1=O)Nc1ccc(Br)cc1	i

Other compounds:
SMILES	ST2 IL33 inh
CC1CCN(C(=O)CSC2=NN3CCCC(=O)N=C3S2)CC1	i
COc1ccc(C2CC(=O)C3=C(C2)Nc2ccccc2NC3c2cccs2)cc1 (stereo unspecified)	i
C(=Nc1ccc2c(c1)OCCO2)c1ccc(OCc2ccccc2)cc1	?
Cc1cc(C(=O)N2CCC(n3cc(-c4ccccn4)nn3)CC2)c(C)o1	i
COc1ccc(C(=O)N2CCC(C(=O)Nc3cc(Cl)ccc3OC)CC2)cc1	i
Clc1ncnc2c1[nH]c1ccc(Br)cc12	i
Brc1ccc(C=NC2C3CC4CC(C3)CC2C4)cc1 (stereo unspecified)	i
CCOc1ccc(S(=O)(=O)N2CCSC2c2cccc(Cl)c2)cc1 (stereo unspecified)	i
CCN(CC)S(=O)(=O)c1ccc(OC)c(NC(=O)Cn2cnc3c2c(=O)n(C)c(=O)n3C)c1	i
CC(=O)NCc1cccc(-c2ccc(-n3cccn3)cc2)c1	?
CCOc1ccc2c(=O)c(Oc3ccc(OC)cc3)c(C(F)(F)F)oc2c1	i
Cc1c(C(=O)NC2CC2)oc2ccc(S(=O)(=O)N3CC(C)CC(C)C3)cc12 (stereo unspecified)	i
CCCCOc1ccc2c(C)cc(=O)oc2c1I	i
COc1cc(CN2CCN(c3ccccc3)CC2)c([N+](=O)[O-])cc1OC	?
Cc1cc(N2CCOCC2)nc2ccc(NC(=O)CCC(=O)NCC3CCCO3)cc12 (stereo unspecified)	i
CC1(C)CC(NC(=O)C(=O)Nc2ccc(C(C)(C)C)cc2)CC(C)(C)N1	i
O=C(CCCn1cnc([N+](=O)[O-])n1)Nc1cc(C(F)(F)F)ccc1Cl	i
CC(C)CC(NC(=O)c1cn2ccsc2n1)c1nnc2n1CCNCC2 (stereo unspecified)	i
CCCCOc1ccc(CSc2ncn[nH]2)cc1	i
CCOC(=O)C1(Cc2ccccc2Cl)CCN(Cc2ccc(NC(C)=O)cc2)CC1	?
Cc1ccccc1C(=O)N1CCC(N2CCC(C(=O)NCc3cccnc3)CC2)CC1	i
COc1cc(CNCc2cc(C)cc3c(C)c(C)[nH]c23)cc2c1OCO2	?
COC(=O)[C@@H]1C[C@@H](NC(=O)c2c(C)nc3ncccn23)CN1C	i
O=C1CCC2=NS(=O)(=O)c3ccccc3N12	i
CCCOc1ccc(C(O)=C2C(=O)C(=O)N(CCN3CCOCC3)C2c2ccc(C)o2)cc1 (stereo unspecified)	i

Next results
SMILES	ST2 IL33 inh
C=CCSC1=C(C#N)C(c2cccc(Cl)c2Cl)CC(=O)N1 (stereo unspecified)	?
CCc1c(C)nc(SCC#N)c(C#N)c1C	i
COc1cccc(-c2nnc(NC(=O)c3ccc(S(=O)(=O)N(C)C4CCCCC4)cc3)o2)c1	i
Cc1cc(C)n(-c2ccc(NC(=O)C3CCN(C(=O)CCc4ccccn4)CC3)cc2)n1	?
Cc1ccc(S(=O)(=O)N(CC(=O)N2CCOCC2)c2cc(C)ccc2C)cc1	i
CC(C)[C@H](NC(=O)OCc1ccccc1)C(=O)N[C@H](C=O)Cc1ccccc1	i
COc1ccccc1OCc1cc(C(=O)N2CCN(C)C[C@@H]2c2ccccc2)n[nH]1	?
CC(C)Cc1ccc(S(=O)(=O)NC2CCCCC2)cc1	i
COc1ncc(-c2ccc(-n3cccn3)cc2)c(OC)n1	?
CNCC(=O)NC(C)Cc1ncccc1C (stereo unspecified)	?
Cc1occc1C(=O)N(CC1CCN(C2CCCC2)CC1)CC1CCCO1 (stereo unspecified)	i
Cc1cc(C(=O)NCCCSc2nnc(C)s2)nc(C)n1	i
Cc1cc(CNC(=O)c2ccncc2F)c2[nH]c(-c3ccccc3)c(C)c2c1	i
CCC1CCCCN1C(=O)c1cc2c(=O)n3cccc(C)c3nc2n1C (stereo unspecified)	i
CCOc1ccccc1N1CCN(C(=O)c2c(Cl)cccc2Cl)CC1	?
COc1ccc(-c2cc(C(F)(F)F)nc(-n3cc(C)cn3)n2)cc1	i
COc1ccc(C=NCC2OCCc3ccccc32)c(OC)c1 (stereo unspecified)	i
CCOc1ccc(NC(=O)CN(c2cccc(Br)c2)S(C)(=O)=O)cc1	?
CC(=O)c1ccc(NC(=O)Oc2ccccc2)cc1	i
c1ccc([C@H]2CN3CCSC3=N2)cc1	i
CCCc1ccc(Oc2c(C)oc3cc(OCC)ccc3c2=O)cc1	i
Cc1ccc(C)c(Cn2c(=O)n(CCCC(=O)NCc3ccco3)c(=O)c3sccc32)c1	?
CC1(C)Cc2ccccc2-c2nc(NCCO)n(-c3ccccc3)c(=O)c21	?
CCOC(=O)C1C(=O)C=C(c2ccc(F)cc2)CC1c1cccc(F)c1 (stereo unspecified)	i
O=C(c1cc(F)ccc1F)C1CCCN(C(=O)C2=CCCC2)C1 (stereo unspecified)	i

The list goes on.
SMILES	ST2 IL33 inh
Cc1ccc(S(=O)(=O)Cc2noc([C@@H]3C[C@@H](O)CN3)n2)cc1	?
CC(Oc1ccccc1)C(=O)Nc1ccc(C(=O)NC(C)(C)C)cc1 (stereo unspecified)	i
CC1=CC(C)C(c2ccccc2)NC1c1ccccc1 (stereo unspecified)	?
CCN(CC)c1ccc(/C=C2/C(C)=C(C#N)c3nc(N)c(C#N)c(C)c32)cc1	?
COc1ccccc1C(CC(=O)c1ccccc1)CC(=O)c1ccccc1	?
CN(C)c1ccc(-c2nc3cc(NC(=O)c4ccncc4)ccc3o2)cc1	?
CC(C)(C)c1ccccc1NC(=O)c1ccc(Cl)cc1	i
Cc1ccccc1Cc1c(C)nc2nc(SCC(=O)N3CCC(C)CC3)nn2c1C	i
Cc1c(Br)cc(C(=O)N2CCCCC2)c(C)c1C	i
O=C(O)CCC(=O)c1c[nH]c2ccccc12	i
Cc1ccc(NC(=O)CCCn2nc([N+](=O)[O-])c(Cl)c2C)cc1	i
CN1CCN(c2ncccc2CNC(=O)C2=Cc3ccccc3OC=C2)CC1	i
O=C(Cn1c(=O)sc2ccccc21)Nc1ccc(F)cc1	i
CCC(C)Sc1oc(-c2ccco2)nc1S(=O)(=O)c1ccc(F)cc1 (stereo unspecified)	i
O=C(Nc1ccc(Nc2ccccc2)cc1)c1ccc(Cl)cc1[N+](=O)[O-]	43%*
O=C(O)C1CSC(c2ccc(OCc3ccc(Cl)cc3)cc2)N1 (stereo unspecified)	i
Cc1ccc(Cl)cc1NC(=O)C1CCCN1S(=O)(=O)c1cc2c(cc1C)NC(=O)CO2 (stereo unspecified)	i
Cc1ccn2c(NC(=O)c3ccc(F)cc3)c(-c3ccc(F)cc3)nc2c1	i
Cc1ccc2c(c1)N(CC(=O)N1CCN(C)CC1)C(=O)CO2	i
O=C(NC1CC=CC1)C1CCCN(C2CCN(C(=O)C3CC3)CC2)C1 (stereo unspecified)	?
COc1cccc(CN2C(=O)CCC2(C)C(=O)NCCc2ccc(OC)c(OC)c2)c1 (stereo unspecified)	i
Cc1cc(NC(=O)c2cccc(CN3CCNC(=O)C3)c2)n(C)n1	i
COCC(c1ccccn1)N(C)C(=O)c1cccc(-n2nc(C)cc2C)c1 (stereo unspecified)	i
O=C1CC(NCCCN2CCOCC2)C(=O)N1c1ccc(Br)cc1 (stereo unspecified)	i
O=C(O)Cn1nnc2ccccc21	i

Other structures
SMILES	ST2 IL33 inh
O=c1cc(-c2ccccc2)oc2cc(O)cc(O)c12	?
O=C(CC1Sc2ccccc2NC1=O)Nc1cccc(Cl)c1 (stereo unspecified)	?
CCn1ccnc1CN(C)Cc1noc(C)n1	i
COc1ccc(CNS(=O)(=O)c2c(C)noc2C)cc1	i
CCOc1ccc2cc(C(N)=O)c(=Nc3ccccc3C)oc2c1	?
c1ccc(-n2cccc2CN2CCc3[nH]cnc3C2c2ccsc2)nc1 (stereo unspecified)	?
Fc1ccccc1CN1CC[C@H](c2nc3ncccc3[nH]2)C1	i
Cc1ccc(-n2c(=O)c3sccc3n(CC(=O)NCc3ccccc3Cl)c2=O)cc1F	i
COc1cccc(C2CC(c3c(F)cccc3Cl)n3nc(N)nc3N2)c1 (stereo unspecified)	i
O=C(O)C[C@@H]1CCN(C(=O)c2cccs2)C[C@@H]1CCN1CCN(c2cccc(C(F)(F)F)c2)CC1	?
CCOc1ccc(C2CCC(=O)NC2=O)cc1 (stereo unspecified)	i
COc1ccc(N2CC(NC(=O)c3cccs3)CC2=O)cc1 (stereo unspecified)	?
Cc1cccn2c(=O)c3cc(C(=O)Nc4ccc(Br)cc4)n(C)c3nc12	i
Cc1ccc2c(c1)CN1CN2Cc2cc(C)ccc21	i
OCCNc1nc(-c2ccccc2)c2cc(Cl)ccc2n1	?
O=C(Nc1cccc2cccnc12)c1cc2ccccc2oc1=O	?
CCOCCn1nc(C)cc1C(=O)N1C[C@@H]2[C@@H]3CC[C@@H](C3)[C@@H]2C1	i
CCc1nn(C)c(Cl)c1CN1CCCC1c1ccc(F)cc1 (stereo unspecified)	?
Cc1ccc(C)c(Cc2c(C)nc3ncnn3c2C)c1	i
Cn1c(SCC(=O)Nc2ccccc2)nc2c([nH]c3ccccc32)c1=O	?
O=C(C1CC1)N1CCc2cc(S(=O)(=O)Nc3ccc(Cl)cn3)ccc21	i
Cc1ccc(CN2CCSc3ccc(C(=O)N4CCOCC4)cc32)cc1	i
Cc1ccc(-c2cc(=O)c(=O)[nH][nH]2)cc1	i
CC(C)CN(CCNC(=O)c1cc(-c2ccncc2)nc2ccccc12)CC(C)C	i
CCc1ocnc1C(=O)NC1CC(=O)N(CCc2cccc(Cl)c2)C1 (stereo unspecified)	i

Part of the list above in order of molecular weight, highest first.
SMILES	ST2 IL33 inh
CC(C)CN(CCNC(=O)c1cc(-c2ccncc2)nc2ccccc12)CC(C)C	i
O=C(C1CC1)N1CCc2cc(S(=O)(=O)Nc3ccc(Cl)cn3)ccc21	i
c1ccc(-n2cccc2CN2CCc3[nH]cnc3C2c2ccsc2)nc1 (stereo unspecified)	?
COc1ccc(CNS(=O)(=O)c2c(C)noc2C)cc1	i

(continued)
SMILES	ST2 IL33 inh
O=c1[nH]cc(CN2CCOCC2)c(=O)[nH]1	i
CC(NC(=O)C1CCCN1S(=O)(=O)c1cccc2nsnc12)c1ccccc1 (stereo unspecified)	i
CC(C)(C)NC(=O)c1nn2c(c1Cl)NC(c1ccco1)CC2C(F)(F)F (stereo unspecified)	i
COc1ccccc1N1C(=O)C2C(c3ccc(F)cc3)NC(Cc3ccccc3)(C(=O)O)C2C1=O (stereo unspecified)	i
COC(=O)c1ccc(Cn2cnc3c(cnn3-c3ccccc3)c2=O)o1	i
CC(=O)N1CCN(C(=O)C[C@@H]2CCNC[C@@H]2Cc2cc(-c3ccccc3)on2)CC1	i
COc1ccc(CC2(C)OC(c3ccc(C)cc3)=NN2C(C)=O)cc1 (stereo unspecified)	?
COC(=O)[C@H](Cc1c[nH]c2ccccc12)N1Cc2ncccc2C1=O	i
CC1Cc2ccccc2N1C(=O)C(=O)N1CCN(C)C2(CCN(C)CC2)C1 (stereo unspecified)	?
Cn1cc(C(=O)NCCN2CCN(c3ccccc3F)CC2)c2c3ccccc3n(C)c2c1=O	i

Fetched by structure from the list above:
SMILES	ST2 IL33 inh
Cn1cc(C(=O)NCCN2CCN(c3ccccc3F)CC2)c2c3ccccc3n(C)c2c1=O	i
COC(=O)c1ccc(Cn2cnc3c(cnn3-c3ccccc3)c2=O)o1	i
COc1ccccc1N1C(=O)C2C(c3ccc(F)cc3)NC(Cc3ccccc3)(C(=O)O)C2C1=O (stereo unspecified)	i
CC(C)(C)NC(=O)c1nn2c(c1Cl)NC(c1ccco1)CC2C(F)(F)F (stereo unspecified)	i

These rows are one share of the data; the hit share may differ from the screen's.
